Source: PubChem BioAssay (National Center for Advancing Translational Sciences (NCATS))
Anesthetic bind: binds horse apoferritin like a general anesthetic | apoferritin/1-aminoanthracene competitive binding, fluorescence | 0.074% of 350,000 active | Potency, µM (top dose mostly 77.5 µM), without a hit: at the top dose activity change, negative = displacement, actives largely listed as inhibitors | P02791; also: % is scaled to controls: 0 for no effect and ±100 for the full control effect; nearly all actives have a fitted effect of over 20% in size
Target sequence (P02791 2-175 limits assumed): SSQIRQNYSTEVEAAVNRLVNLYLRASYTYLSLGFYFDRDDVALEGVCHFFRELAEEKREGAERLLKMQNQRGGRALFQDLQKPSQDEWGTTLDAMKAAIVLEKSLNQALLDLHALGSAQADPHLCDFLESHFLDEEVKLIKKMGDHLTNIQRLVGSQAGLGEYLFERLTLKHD
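Read-out: endpoint 1-AMA fluorescence, excitation 380 nm and emission 535 nm, after compounds sit 10 min at room temperature with 10 uM horse-spleen apoferritin in 50% saturated 1-AMA/PBS. Values come from four-parameter Hill fits.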
POLK inh: blocks human DNA polymerase kappa activity. Potency, µM (titrated, usually from 107 µM), for the others: at the top dose activity, negative = inhibition, usual class: inhibitors. purified Pol kappa, fluorescent DNA synthesis assay, 10 min. 0.53% of 400,000 active. AID 588579; also: % is scaled to controls: 0 for no effect and ±100 for the full control effect
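Kinetic fluorescence readout at 0 and 10 min followed reaction start with substrate at 50 nM final. Beforehand, enzyme (10 nM Pol kappa) stood 15 min with compound at room temperature; buffer-only wells were negative controls.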
APEX1 inh: inhibitors of human APE1 endonuclease | recombinant APE1, TAMRA/BHQ-2 abasic DNA cleavage fluorescence | Potency, µM (series often up to 65.8 µM), for the others: top-dose activity change, negative = inhibition, usual class: inhibitors | 0.35% of 350,000 active | AID 2517;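 also: plate controls were vehicle for no effect and reference inhibitor for full effect; nearly all actives have a fitted effect of over 55% in size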
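Measures dequenching upon AP-site incision of a 5'-TAMRA/3'-BHQ-2 THF-containing duplex, 50 nM; human APE1 0.75 nM after 15 min room-temperature exposure to compound; kinetic three-point read at one-minute spacing.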
Pol iota inh: blocks human DNA polymerase iota activity; Q9UNA4; Pol iota fluorescent replication assay, 10 min; Potency, µM (titrated, usually from 115 µM), for the others: at the highest dose activity, negative = inhibition, usual class: inhibitors; 1% of 390,000 active
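Pol iota at 10 nM preincubated 15 min with compounds at room temperature; reaction started with fluorescent substrate, 50 nM final. Fluorescence read kinetically at 0 and 10 min; buffer-only wells as negative control.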
BAZ2B inh: inhibitors of human BAZ2B bromodomain; Potency, µM (series often up to 114 µM), without a hit: at the top dose activity change, negative = inhibition, most hits filed as inhibitors; AlphaScreen BAZ2B-H3K14Ac peptide displacement; 4.4% of 360,000 active; AID 504333; also: % is scaled to controls: 0 for no effect and ±100 for the full control effect; nearly all actives have a fitted effect of over 60% in size
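Complex of BAZ2B and biotin-H3K14Ac (50 nM apiece) forms over 30 min at RT, then faces library compounds up to 110 uM for another 30 min; AlphaScreen beads added, 20 min dark incubation, luminescence read.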
BLM inh: inhibitors of human Bloom syndrome helicase BLM; P54132; Potency, µM (series often up to 56.1 µM), for inactives: at the highest dose activity change, negative = inhibition, usual class: inhibitors; recombinant BLM DNA unwinding, fluorescence dequenching; 0.2% of 350,000 active;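 also: plate controls were vehicle for no effect and no enzyme for full effect; nearly all actives have a fitted effect of over 35% in size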
Pol eta inh: blocks human DNA polymerase eta activity; Q9Y253; recombinant Pol eta, fluorescent DNA replication assay; Potency, µM (series often up to 114 µM), without a hit: at the highest dose activity change, negative = inhibition, actives largely listed as inhibitors; 1.2% of 390,000 active; AID 588591; also: % is scaled to controls: 0 for no effect and ±100 for the full control effect
Target sequence (Q9Y253 whole entry, looked up): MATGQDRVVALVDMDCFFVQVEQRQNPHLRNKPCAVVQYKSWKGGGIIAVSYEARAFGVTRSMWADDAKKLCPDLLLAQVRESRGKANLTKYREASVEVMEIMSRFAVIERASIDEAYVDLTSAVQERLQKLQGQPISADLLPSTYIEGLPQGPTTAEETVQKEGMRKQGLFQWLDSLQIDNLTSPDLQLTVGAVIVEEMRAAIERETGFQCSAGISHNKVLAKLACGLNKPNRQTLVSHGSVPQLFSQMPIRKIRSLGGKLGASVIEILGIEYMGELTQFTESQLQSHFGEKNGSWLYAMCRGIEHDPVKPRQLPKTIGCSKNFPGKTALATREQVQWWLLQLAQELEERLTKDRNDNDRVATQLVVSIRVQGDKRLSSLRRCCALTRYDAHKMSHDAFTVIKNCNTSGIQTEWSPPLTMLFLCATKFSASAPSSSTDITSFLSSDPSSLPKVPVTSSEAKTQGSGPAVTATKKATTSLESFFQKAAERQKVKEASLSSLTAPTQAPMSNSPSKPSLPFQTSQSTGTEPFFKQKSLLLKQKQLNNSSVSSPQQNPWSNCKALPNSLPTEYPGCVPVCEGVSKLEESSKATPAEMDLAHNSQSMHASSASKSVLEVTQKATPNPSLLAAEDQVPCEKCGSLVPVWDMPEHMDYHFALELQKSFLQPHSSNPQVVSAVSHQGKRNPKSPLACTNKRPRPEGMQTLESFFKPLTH
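Pol eta (10 nM) was preincubated with compounds for 15 min at room temperature, after which fluorescent replication substrate (50 nM final) was added to start the reaction. Fluorescence was read kinetically at 0 and 10 min.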
Pol beta inh: DNA polymerase beta (human) inhibition; Pol beta primer extension/strand displacement, fluorescence kinetic; Potency, µM (titrated, usually from 114 µM), inactives show at the highest dose activity change, negative = inhibition, actives largely listed as inhibitors; 1.3% of 340,000 active; AID 485314; also: % is scaled to controls: 0 for no effect and ±100 for the full control effect
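10 nM enzyme + cpd, 15 min RT; start with substrate 50 nM final; read 0 min and after 10 min RT. Corrected, normalized data; 4-parameter Hill curve fit.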
G9a block: G9a (human) methyltransferase inhibition. Q96KQ7. G9a H3K9 monomethylation, AlphaScreen, 2 h. 8.8% of 350,000 active. Potency, µM (top dose mostly 102 µM), inactives show top-dose activity, negative = inhibition, actives largely listed as inhibitors; also: % is scaled to controls: 0 for no effect and ±100 for the full control effect; nearly all actives have a fitted effect of over 75% in size
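Signal arises when biotinylated H3K9 peptide, once monomethylated, bridges streptavidin donor and antibody-captured acceptor beads. Enzyme at 20 nM was preincubated 15 min with test compounds; peptide 500 nM and SAM 20 uM then reacted for 2 h.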
* = called active by the depositor; ? = inconclusive; . = no result given; & = joins results of further samples; ! = not active in a repeat; [ ] = remark or other dose. Calls follow the shape of the dose curve; as a rule, active = well fitted curve in the direction sought with a large enough effect; inconclusive = small, poorly fitted or top-dose-only effect, or another doubt; inactive = no such curve, though single readings can be large; an effect the other way counts as inactive or inconclusive. Potency is read from the fitted curve at half-maximal effect. Not all compounds are listed; count on the stated rates, not on these rows.

SMILES | Anesthetic bind | POLK inh | APEX1 inh | Pol iota inh | BAZ2B inh | BLM inh | Pol eta inh | Pol beta inh | G9a block
O=c1c2sccc2n(Cc2cc(=O)n3ccccc3n2)c(=O)n1-c1ccccc1 | -5% | -9% | ? | 15% | -7% | 3% | -10% | 25% | ?
Cc1ccc(NC(=O)c2c(-c3c(F)cccc3Cl)noc2C)cc1F | -14% | -4% | 1% | ? | 20% | -8% | -16% | 1% | 7%[59 µM]
CCCOc1ccc(N2C(=O)CC(N3CCN(c4ccccc4OC)CC3)C2=O)cc1 (stereo unspecified) | -8% | 5% | 2% | 21% | -22% | 0% | -25% | 1% | 45µM*
OCC(O)/C=N/Nc1nc(N2CCCCC2)nc(N2CCCCC2)n1 (stereo unspecified) | -2% | 0%[60.1 µM] | 3% | -8% | -17% | -4% | -5% | 26% | 56µM*
O=C(NCc1ccccc1Cl)C1CCN(S(=O)(=O)c2ccc(-n3cnnn3)cc2)CC1 | 6% | 1% | 21%[12.4 µM] | 127%[activator] | -2% | 1% | -21% | ? | 12%[59 µM]
CCCCN=C1CC(C)(C)CC(=O)/C1=C(/O)CCC | 0% | 0% | 2% | 130%[activator] | 9% | -5% | -17% | 2% | .
O=C(CCc1ccc(S(=O)(=O)N2CCOCC2)cc1)N1CCc2ccccc2C1 | -9% | 3% | 2% | 156%[activator] | 0% | -3% | -6% | 10% | -4%
CC(=O)Nc1ccc(S(=O)(=O)NCC2(N3CCOCC3)CCCCC2)cc1 | . | -9% | 5% | 4% | 18% | . | -13% | . | -16%
CCOC(=O)c1cc(NC(=O)CSCCO)ccc1Cl | -13% | -12% | 3% | 8% | 3% | 1% | -15% | -1% | -30%[59 µM]
COc1cccc(N=c2oc3ccc(OC)cc3cc2-c2nc3ccccc3[nH]2)c1 | -9% | -36% | 6% | ? | -2% | -3% | 45µM* | ? | -8%[59 µM]
CCOc1ccc(C(C)=O)cc1COC(=O)C(C)N=C1NS(=O)(=O)c2ccccc21 (stereo unspecified) | -7% | -15% | 63%[activator][12.4 µM] | 75%[activator] | -8% | 0% | -4% | -1% | 22%[59 µM]
CC(=O)Oc1ccc(N2C(=O)C3C4C=CC(CO)(O4)C3C2=O)cc1 (stereo unspecified) | -9% | -2% | -8% | 2% | 14% | -4% | -16% | -1% | 1µM*
CCn1cc2nc(SCc3cccc(C(F)(F)F)c3)n(Cc3ccc(Cl)cc3)c(=O)c2n1 | 57%[activator] | -4% | . | 19% | -17% | -13% | -19% | -19% | 3%[59 µM]
COc1ccc(S(=O)(=O)N2CCN(C(=O)c3ccc(=O)[nH]n3)CC2)cc1OC | . | -4% | 9% | 27% | 12% | . | -14% | . | -4%
COc1cccc(/C=N/Nc2cc(Cl)nc(C)n2)c1O | -3% | ? | -4% | 16% | 1% | -4% | -6% | -23% | -10%
COCCCn1c(=N)c(C(=O)NC2CCCCC2)cc2c(=O)n3ccccc3nc21 | 305%&150%[activator] | 13%&-5% | -2% | 24%&0% | 0%&-3% | -3%&4% | -20%&5% | 13%&30% | 2%&-5%[59 µM]
O=C(CN1C(=O)C2CC=CCC2C1=O)Nc1nc(-c2ccc(F)cc2)cs1 (stereo unspecified) | . | 5% | 11% | 24% | -27% | . | -14% | . | 10%[2.33 µM]
CC(C)COc1ccc(C(=O)Nc2sc3c(c2C(=O)O)CC(C)(C)OC3)cc1 | -3% | -10% | -3% | 20% | -30% | 6% | -21% | 2% | -26%
O=C(C1CC1)N(CCN(C(=O)C1CC1)c1ccccc1)c1ccccc1 | 1% | -1% | 0% | -15%[58.9 µM] | 17% | 0% | 5% | 14% | -51%[0.501 µM]
CCNC(=O)NC(=O)COC(=O)CNC(=O)COc1ccccc1 | -9% | -1% | 0% | 8% | 8% | 0% | -12% | -3% | 28%[59 µM]
N=C1C(c2ccccc2)=C(O)CN1c1cccc(S(=O)(=O)NCc2ccco2)c1 | 6% | 6% | 6% | 46%[activator] | -17% | 2% | -20% | 38% | -2%
Cc1cccnc1NC(=O)CCCNC(=O)c1ccc(Cl)cc1 | . | 0% | 16% | 31%[activator] | 4% | . | -21% | . | -6%
CC(=O)Nc1ccc(-c2nnc(SCC(=O)c3ccc4c(c3)Cc3ccccc3-4)n2C)cc1 | ? | -4% | -3% | 19% | 1% | -4% | -22% | ? | 22µM*
CCN(C(=O)COC(=O)c1cc(=O)[nH]c2ccccc12)C1CCS(=O)(=O)C1 (stereo unspecified) | 49%[activator] | -5% | -3% | -5% | -16% | 2% | 2% | -3% | 0%[59 µM]
Cc1snc2sc(C(=O)c3ccc(F)cc3)c(N)c12 | -3% | -11% | 4% | 56%[activator] | -14% | -9% | -18% | -11% | .

Compounds listed so far with a thiophene ring, fused or not (3):
SMILES | Anesthetic bind | POLK inh | APEX1 inh | Pol iota inh | BAZ2B inh | BLM inh | Pol eta inh | Pol beta inh | G9a block
O=c1c2sccc2n(Cc2cc(=O)n3ccccc3n2)c(=O)n1-c1ccccc1 | -5% | -9% | ? | 15% | -7% | 3% | -10% | 25% | ?
CC(C)COc1ccc(C(=O)Nc2sc3c(c2C(=O)O)CC(C)(C)OC3)cc1 | -3% | -10% | -3% | 20% | -30% | 6% | -21% | 2% | -26%
Cc1snc2sc(C(=O)c3ccc(F)cc3)c(N)c12 | -3% | -11% | 4% | 56%[activator] | -14% | -9% | -18% | -11% | .

(list continues)
SMILES | Anesthetic bind | POLK inh | APEX1 inh | Pol iota inh | BAZ2B inh | BLM inh | Pol eta inh | Pol beta inh | G9a block
COc1ccccc1NC(=O)c1cc(C(=O)O)ccc1C(=O)O | -11% | 4% | 1% | 4% | ? | -1% | 0% | 0% | ?
O=[N+]([O-])c1ccc(Cl)cc1CNc1ccc(F)c(F)c1 | ? | -16% | 3% | 41%[activator] | ? | -7% | -21% | ? | ?
COc1ccc(N2CCN(C(=O)C3CCN(c4nc5ccc(C)cc5[nH]4)CC3)CC2)cc1 | -7% | -2%[60.1 µM] | . | -9% | -31% | -1% | 2% | 39% | ?
Cc1csc(SCC(=O)Nc2ncc(Cl)c(C)c2Cl)n1 | -18% | -14% | 13% | -8% | ? | 3% | -15% | ? | -10%[0.0925 µM]
COc1ccc(Cl)cc1NS(=O)(=O)c1ccc(S(=O)(=O)N2CCCC2)cc1 | ? | -6% | -4% | 20% | -7% | -7% | -13% | 7% | 8.9µM*
CC1=CC(C)(C)N2C(=O)C(=O)c3cc(OC(=O)c4ccco4)cc1c32 | ? | -13% | 1% | 73%[activator] | 35µM* | -7% | -14% | -21% | 35µM*
Cc1ccc(C)c(-n2c(C)cc(/C=N/NC(=O)c3c(C)nc4cc(C)ccn34)c2C)c1 | -1% | 0% | 2% | 0% | -9% | -11% | -15% | -1% | ?
Cc1cccc(-c2nn(-c3ccccc3)cc2C(=O)N(C)CC(=O)Nc2ccc(N3CCOCC3)cc2)c1 | . | -22% | 4% | 51%[activator] | ? | . | -11% | . | 7.9µM*
CSc1ccccc1NC(=O)c1ccccc1C | -15% | -8% | 3% | 19% | -13% | 0% | 6% | -15% | 35%
OCCOc1ccc(CN2CCN(CCCc3ccccc3)C(CCO)C2)cc1 (stereo unspecified) | -1% | 10% | 3% | 4% | -4% | -6% | -10% | 18% | .
CCCCn1c(N)c(N(CC)C(=O)CSc2nnnn2-c2cc(C)ccc2C)c(=O)[nH]c1=O | -6% | 8% | 7% | 20% | -17% | -1% | 5% | -8% | 11%
Nc1ccc(C(=O)N2CCN(S(=O)(=O)c3ccc(Br)cc3)CC2)cc1[N+](=O)[O-] | . | -3% | -22% | 4% | -9% | . | -5% | . | 45µM*
O=S(=O)(NCCNC/C=C/c1ccc(Br)cc1)c1cccc2cnccc12 | ? | 5%&4%[19.4 µM] | 2%&15%&5% | -1%[58.9 µM] | . | . | -6%[57.1 µM] | 8%[57.1 µM] | 50µM*!
O=C(c1ccccc1Br)N1CCC(c2nc3ccccc3o2)CC1 | -2% | -4% | . | 22% | -13% | -1% | -23% | 1% | -2%[59 µM]
Clc1ccc(CNCCCSc2ncccn2)cc1Cl | -13% | -1% | 55%[activator] | 5% | -14%[57.1 µM] | 1% | -4% | 6% | 40µM*
Cc1ccc2oc(=O)n(Cc3ccccc3OC(C)C)c2c1 | 2% | -9% | 0% | -7% | 71%[activator] | -13% | -22% | 2% | 57%[activator][59 µM]
COc1ccc(Cl)cc1NC(=O)COc1ccc(S(=O)(=O)N2CCOCC2)cc1C | -4% | -1% | 22% | 76%[activator] | -3% | -7% | -20% | 6% | 24%
Cn1c(=O)c2c(nc(CN3CCN(Cc4ccccc4)CC3)n2Cc2ccc(Cl)cc2)n(C)c1=O | ? | -15% | 0% | -25% | -26% | 0% | -22% | -1% | 45µM*
CCN1CCN(CCCNC(=O)c2ccc(CS(=O)c3ccc(Br)cc3)o2)CC1 (stereo unspecified) | -5% | -4% | 40% | 2% | -4% | 0% | -17% | ? | 43%
CC(C)CNS(=O)(=O)c1ccc(OCC(=O)Nc2ccc3c(c2)OCO3)c(Cl)c1 | -6% | -9% | -5% | -9% | -2% | -3% | -12% | -25% | -18%
COc1ccc(/C=C/C(=O)NCc2ccccn2)cc1OC | -1% | -3% | 3% | -5% | 5% | 1% | 2% | 9% | .
O=C(c1ccc(N2CCCCC2)c([N+](=O)[O-])c1)N1CCN(S(=O)(=O)c2ccccc2)CC1 | . | -17% | -1% | 1% | ? | . | -20% | . | ?
Cc1cc(C)cc(NS(=O)(=O)c2cccs2)c1 | ? | -13% | 18%[12.4 µM] | 32%[activator] | 5% | -1% | 3% | -2% | 25%[59 µM]
CSc1ncc(C(=O)NCc2ccc(C)cc2)c(C)n1 | 8% | 3% | . | 0% | 2% | -1% | -2% | -1% | 2%[59 µM]
COc1ccc(NC(=O)CC2Sc3ncnn3C2=O)cc1 (stereo unspecified) | -11% | 16% | 1% | 1% | 4% | 1% | -15% | -7% | 1.4µM*
CCc1ccc(CNC(=O)CN2CCSc3ccccc32)cc1 | 8% | -11%[60.1 µM] | . | 11% | -30% | -4% | -24% | ? | ?
COc1ccc(Cl)cc1NC(=O)CSc1nc(-c2cccs2)cc(C(F)(F)F)n1 | -3% | -7% | . | -14% | 4% | -6% | -18% | 31% | -2%[59 µM]
COc1cccc2c1cc1c(=O)n(CC(=O)N3CCN(c4cccc(C(F)(F)F)c4)CC3)nc(C)n12 | 0% | 4% | . | -25% | -3% | -2% | -18% | 84% | 0%[59 µM]
